APJ antagonist = antagonists of human APJ apelin receptor | P35414 | CHO-K1 APJ beta-arrestin complementation, luminescence | inhibition, % at 20 µM | actives 0.32% (n = 330,000) | AID 2521;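 active means inhibition above about 40% at 20 µM, limit read from the data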;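 further: cells challenged with 10 nM apelin-13 agonist together with compound; plate controls were apelin-13 plus DMSO wells for no effect and DMSO wells lacking apelin-13 for full effect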
Target sequence (P35414 whole entry, looked up): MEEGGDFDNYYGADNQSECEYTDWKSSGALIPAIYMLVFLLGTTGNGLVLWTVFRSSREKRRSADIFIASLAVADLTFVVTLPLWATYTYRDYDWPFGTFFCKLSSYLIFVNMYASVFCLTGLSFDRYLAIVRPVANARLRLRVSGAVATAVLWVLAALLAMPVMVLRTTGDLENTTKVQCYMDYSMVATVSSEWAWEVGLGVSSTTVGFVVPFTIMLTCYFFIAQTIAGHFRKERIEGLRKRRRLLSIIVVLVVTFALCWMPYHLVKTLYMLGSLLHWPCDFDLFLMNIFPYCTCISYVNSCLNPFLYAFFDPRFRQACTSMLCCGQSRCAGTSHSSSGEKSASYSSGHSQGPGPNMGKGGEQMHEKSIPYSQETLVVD
tim23-1 inh = tim23-1 yeast growth inhibition. S. cerevisiae tim23-1 growth, BacTiter-Glo luminescence, 24 h. inhibition, % at 20 µM. actives 1.3% (n = 330,000). AID 463212;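 active means growth inhibition of the mutant yeast at or above 50%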;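 further: temperature-sensitive mutant grown at 25 °C; plate controls were DMSO-treated mutant yeast for no effect and medium wells lacking yeast for full effect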
NALP3 yeast inh = inhibitors of NALP3 inflammasome in yeast | Yeast reconstituted NLRP3/ASC/caspase-1, beta-gal luminescence, 24 h | inhibition, % at 10 µM | actives 0.39% (n = 330,000);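 active means inhibition of 50% or more; inactive means inhibition below 50%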;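 further: plate controls were induced DMSO wells for no effect and uninduced yeast grown without galactose for full effect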
TIM10 inh = growth inhibitors of TIM10 yeast strain; actives 1.4% (n = 330,000); AID 463195; S. cerevisiae TIM10 strain growth, BacTiter-Glo luminescence, 24 h; inhibition, % at 10 µM;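 active means inhibition of 40% or more at the single tested concentration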;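 further: wild-type TIM10 isogenic control strain grown at permissive 25 °C; 0% = DMSO yeast wells and 100% = minimal medium wells without yeast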
GRIN3A LBD mod = NR3A (human) ligand-binding domain modulation; NR3A LBD differential scanning fluorimetry, Tm shift; 0% = protein alone, 100% = glycine-bound protein; Tm shift relative to glycine control, % at 25 µM; actives 2.5% (n = 340,000);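 active means melting temperature shift of at least 10% of the positive control shift, at one fixed dose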
beta cell repl = induces beta-cell replication in MIN6 cells | actives 0.29% (n = 330,000) | proliferation, % at 10 µM | MIN6 cells proliferation, ATPlite luminescence, 48 h; cells starved in 0.2% serum; 100% = growth in 10% serum | AID 2380;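 active means compounds whose signal lies at least 3.5 SD above the mean of all wells on their plate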;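 further: 0% = DMSO-treated cells in low-serum medium and 100% = 10% serum control; some compounds called inactive have numbers as strong as hits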
MPTP inh = inhibitors of mitochondrial permeability transition pore. isolated mouse mitochondria, Ca2+ swelling absorbance, 30 min. inhibition, % at 10 µM. actives 1.4% (n = 360,000). AID 602449;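 active means inhibition of 50% or more, scaled per plate between neutral and stimulator controls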;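 further: 0% = DMSO wells given calcium and 100% = 1 mM EGTA wells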
tim10-1 inh = inhibits growth of tim10-1 mutant yeast; S. cerevisiae tim10-1 ts strain growth, BacTiter-Glo, 24 h; inhibition, % at 20 µM; actives 2.2% (n = 330,000); AID 463190;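 active means inhibition of at least 40%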;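 further: mutant grown at 25 °C; 0% = DMSO wells with yeast and 100% = wells holding no yeast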
APJ agonist = agonists of human APJ apelin receptor; actives 0.11% (n = 330,000); activation, % at 20 µM; CHO-K1 APJ PathHunter beta-arrestin, luminescence; 0% DMSO wells, 100% apelin; P35414;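 active means activation more than six SD over the plate average, tested at 20 µM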;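 further: 0% = DMSO alone and 100% = apelin-13 at 10 nM; some results filed as inactive read as strong as hits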
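Material: engineered CHO-K1 APJ arrestin reporter cells; amount: 1000 CHO-K1 reporter cells seeded per well; incubation: compound stimulation 90 min at 25 °C, detection 60 min; signal: luminescent beta-gal fragment complementation, chemiluminescent substrate; read-out basis: APJ agonist activity; controls: DMSO-only wells as negative, 10 nM Apelin-13 as positive control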
Numbers without * were called inactive; / = not tested or not shown.

no.	compound	APJ antagonist	tim23-1 inh	NALP3 yeast inh	TIM10 inh	GRIN3A LBD mod	beta cell repl	MPTP inh	tim10-1 inh	APJ agonist
1	Cn1cc([N+](=O)[O-])c(C(=O)N/N=C/c2cc3c(cc2Br)OCO3)n1	-1.6	13.4	19.1	-5.2	0.6	-0.7	1.5	9.6	-3.6
2	Cn1nnnc1SCC(=O)Nc1ccc(C(=O)N2CCN(Cc3ccccc3F)CC2)cc1	-3.0	-13.9	7.8	0.7	0.3	-4.9	-2.8	-16.7	-4.2
3	COc1ccc(CCNC(=O)c2ccccc2OCc2c(C)noc2C)cc1	13.2	6.5	14.9	-11.1	0.5	-1.0	1.1	19.6	-1.1
4	O=C(COC(=O)COc1ccc(Cl)cc1)NC1CCS(=O)(=O)C1 (stereo not given)	-2.3	-6.8	21.1	1.2	-1.2	2.5	-1.0	-16.6	-2.3
5	CC(C)(Cc1ccccc1)/[N+]([O-])=C\c1ccccc1	-12.8	11.4	13.4	3.4	1.4	2.0	-1.2	-0.2	-2.4
6	Cc1ccc(NC(=O)c2ccc3c(c2)nnn3C)cc1	10.9	0.0	16.8	1.4	-22.3	0.4	1.1	-6.0	-1.2
7	Nc1nc(SCc2nc3sc4c(c3c(=O)[nH]2)CCCC4)n[nH]1	18.0	3.1	11.4	-3.0	-3.5	0.0	-0.7	12.2	-2.9
8	O=C(CCNC(=O)c1ccco1)Nc1ccc(Cl)c(C(F)(F)F)c1	1.7	10.9	3.9	-1.0	-2.0	-1.4	-0.3	-7.1	-1.5
9	COC(=O)c1cc(=O)nc2sc(-c3cccs3)nn12	21.3	2.3	6.1	3.9	1.5	-0.2	-1.4	2.0	-3.2
10	Cc1ccc(CSc2ccc3nnc(-c4ccccn4)n3n2)cc1	12.0	37.3	10.8	21.4	-1.5	1.5	2.7	14.4	-2.2
11	CCn1nc(C(=O)OCc2c(C)noc2C)c2ccccc2c1=O	8.4	7.7	-7.4	10.3	0.0	0.8	-0.4	8.2	-3.0
12	O=c1oc2ccccc2cc1-c1csc(Nc2nc3c(F)cccc3s2)n1	16.7	29.3	-2.0	28.7	23.3*	-3.2	39.4	14.7	-2.4
13	O=C(O)CSc1nc2sc3c(c2c(=O)n1Cc1ccccc1)CCCCC3	-3.7	15.2	27.1	14.1	-3.5	-5.1	2.1	15.1	-2.5
14	Cc1ccccc1CNC(=O)CCCC(=O)n1nc(C)c2ccccc21	-5.6	22.5	25.1	-1.0	-0.1	3.6	-1.0	25.8	-4.7
15	Cc1cc(C)n(-c2cc(N3CCN(C(=O)c4ccc(C(C)(C)C)cc4)CC3)ccc2[N+](=O)[O-])n1	3.9	-9.6	7.7	29.7	-1.3	-5.0	-2.4	12.7	0.2
16	CC(=O)NC1C(=O)N(CCN2CCOCC2)c2ccc(F)cc21 (stereo not given)	19.3	8.5	18.7	-1.0	-5.5	-2.3	-0.2	6.5	-5.6
17	CCn1c(COc2ccccc2C)nnc1SCc1nc2ccccc2c(=O)[nH]1	4.7	-18.2	-2.5	-5.0	/	-0.3	/	-7.7	-2.1
18	Cc1ccc(/C=N/NC(=O)c2ccoc2C)o1	-2.1	18.2	11.6	0.2	-5.4	0.0	0.1	-3.1	2.5
19	COc1ccccc1C1CCN(c2ccc([N+](=O)[O-])cn2)CC1	5.3	2.8	4.7	-11.0	-1.1	-0.9	3.8	14.4	-6.1
20	COC(=O)c1ccc(/C=C2\SC(=S)N(CCCC(=O)NCCCN3CCOCC3)C2=O)cc1	-22.3	4.2	12.3	6.3	-1.9	-0.7	0.7	4.6	0.3
21	CC1CN(C(=O)COc2coc(CN3CCc4ccccc4C3)cc2=O)CC(C)O1 (stereo not given)	0.1	6.5	3.4	1.5	1.6	1.5	-0.1	7.9	-0.4
22	Fc1ccc(NCc2nnc3n2CCCCC3)cc1	0.5	-9.9	-1.6	-12.9	-1.4	-1.0	-0.2	-0.2	-2.8
23	O=C(Nc1ccccc1)c1ccccc1NC(=O)C(F)(F)F	4.6	43.0	-11.9	12.3	-1.9	-4.0	57.7*	34.8	-1.1
24	C[C@@]12C(=O)Nc3ccc(F)cc3C(=O)N1[C@H]1c3cc(Cl)ccc3OC[C@@H]1[C@@H]2c1ccccc1	12.6	54.2*	-6.7	22.9	-3.4	-5.9	0.7	20.3	-3.5
25	COc1ccc(-c2ccc(SCC(=O)N3CCOCC3)nn2)cc1	8.0	20.6	-9.3	-6.7	-0.8	-4.7	-0.4	5.3	-0.2
26	Cc1ccc(C)c(/C=N/n2cc(-c3ccccc3)[nH]c2=S)c1	-9.7	2.7	2.3	34.8	-5.3	-5.5	-1.2	35.0	-4.1
27	CCCCOC(=O)c1ccc(OC(=O)N2CCOCC2)cc1	-7.3	9.0	20.9	2.2	-3.3	1.0	1.1	14.5	-4.7
28	CC1Cc2ccccc2N1C(=O)CSc1nc2ccccc2n1CC(=O)N1CCOCC1 (stereo not given)	7.0	5.5	9.8	-6.4	-8.6	-3.0	-0.6	-5.3	0.0
29	COc1ccc(C2C(C(=O)N3CCOCC3)CCC(=O)N2c2cc(OC)c(OC)c(OC)c2)cc1 (stereo not given)	5.1	-1.3	4.3	9.4	-0.3	-2.6	1.3	13.5	-5.2
30	CC(C)C(NS(=O)(=O)c1cccs1)C(=O)NCCN1CCN(c2ccccc2)CC1 (stereo not given)	11.4	0.3	14.3	-6.6	-0.2	-3.5	-0.5	6.0	-3.9
31	COc1ccc2cc(CN(CCc3ccccc3)Cc3nnnn3Cc3ccco3)c(=O)[nH]c2c1	3.9	25.1	15.4	17.8	-2.7	-4.3	-3.6	18.6	-0.9
32	O=C1C(Cl)=C(N2CCCCC2)C(=O)N1c1ccccc1	-3.0	29.1	-21.2	26.5	0.9	-0.9	0.7	35.7	-4.1
33	CC(C)(C)OC(=O)NCCCC[C@H](NC(=O)c1[nH]cnc1C(=O)Nc1ccc(Cl)cc1)C(=O)OC(C)(C)C	-39.4	6.0	4.3	8.6	0.1	-8.6	-1.0	3.8	-4.9
34	Cc1cc(C)c(NC(=O)CN(C)CC(=O)N(C)CC(=O)Nc2c(Cl)cccc2Cl)c(C)c1	-8.7	-5.2	13.3	14.1	1.6	0.5	-1.1	-7.6	-4.7
35	COc1cccc(-c2nn(C)c3sc(C(=O)NCc4ccccn4)cc23)c1	0.2	29.9	16.6	13.3	-2.1	0.1	-1.4	45.2*	-2.0
36	Cc1ccsc1/C=C1/SC(=O)N(CC(=O)N2CCOCC2)C1=O	-13.8	16.3	8.1	2.0	-0.8	6.8	-7.4	13.0	0.7
37	Cc1ccc(NC(=O)/C(=C\c2ccc3c(c2)OCO3)NC(=O)c2ccco2)cc1	-21.0	1.5	0.2	-14.2	1.5	-0.9	-1.3	6.6	1.2
38	Cc1ccc(CS(=O)(=O)CC(C)(O)c2ccccc2)cc1 (stereo not given)	-1.1	-14.5	9.9	1.9	1.2	-1.4	2.3	23.5	-2.9
39	CC(Oc1ccccc1)C(=O)OCC(=O)N1CC(=O)Nc2ccccc21 (stereo not given)	3.6	4.2	5.8	3.3	-4.8	-0.7	-0.4	-3.7	0.6
40	CCOc1ccc(CN2CCN(Cc3cccn3-c3cccnc3)CC2CCO)cc1 (stereo not given)	10.2	5.7	10.8	12.6	-2.3	-0.3	1.7	11.5	-3.3
41	O=C(Nc1cc(C(F)(F)F)ccc1Cl)c1ccc(NC(=O)C(F)(F)F)cc1	12.6	24.1	27.3	25.7	28.5*	0.0	7.2	36.6	-1.2
42	O=C1CSC(=S)N1c1ccc(O)cc1	13.4	11.4	81.7*	6.1	0.4	-2.9	0.1	-38.8	-3.2
43	O=C(NCC(=O)N1CC(O)CC1C(=O)N1CC(O)CC1C(=O)OCc1ccccc1)OCc1ccccc1 (stereo not given)	3.8	3.8	23.7	-2.0	0.6	-1.9	-0.9	-0.3	-1.1
44	COc1ccc(C(=O)Nc2cc(C(=O)c3ccccc3)c(C)oc2=O)cc1	13.7	44.7	21.6	60.2*	1.6	-0.4	3.9	66.0*	-2.7
45	O=[N+]([O-])c1cc(-c2csc(NC(CO)c3nc4ccccc4n3CCOCCO)n2)ccc1Cl (stereo not given)	-0.8	14.8	6.3	2.8	0.2	6.6	0.1	11.6	4.8
46	O=C(O)c1cc(S(=O)(=O)NCCOc2ccccc2)ccc1Cl	-2.8	-1.2	6.6	5.5	0.3	0.8	-2.2	-6.8	-2.4
47	COC(=O)c1ccccc1NC(=O)N1CCN(S(=O)(=O)c2ccc(Cl)cc2)CC1	12.9	16.1	24.2	11.0	0.1	-3.1	3.3	26.4	-0.5
48	COc1ccc(CNc2nc3c(c(=O)n(Cc4ccc(F)cc4)c(=O)n3C)n2C)cc1	-6.8	22.4	4.4	7.1	-10.3	-3.5	11.7	32.5	-0.7
49	CSc1nc(Oc2ccc3ccccc3c2)c2ccccc2n1	14.3	16.0	19.2	-1.9	-0.4	-3.2	80.2*	9.2	-7.7
50	NS(=O)(=O)c1ccc(CCNC(=O)c2nc(CS(=O)(=O)c3ccc(Cl)cc3)no2)cc1	13.9	-8.5	5.8	4.7	2.2	-1.0	1.2	-1.2	1.8

Results in sequence from above:
Compounds 20–28 in TIM10 inh read 6.3, 1.5, -12.9, 12.3, 22.9, -6.7, 34.8, 2.2, -6.4
Compounds 20–28 in MPTP inh read 0.7, -0.1, -0.2, 57.7*, 0.7, -0.4, -1.2, 1.1, -0.6
Compounds 20–28 in APJ antagonist read -22.3, 0.1, 0.5, 4.6, 12.6, 8.0, -9.7, -7.3, 7.0

Remaining list, next part
no.	compound	APJ antagonist	tim23-1 inh	NALP3 yeast inh	TIM10 inh	GRIN3A LBD mod	beta cell repl	MPTP inh	tim10-1 inh	APJ agonist
51	C#Cc1ccc([C@H]2C=C(C(=O)OCC=C)O[C@@H](OCCCCO)C2)cc1	9.3	11.4	9.9	4.6	-2.1	-2.7	-1.7	22.4	-0.6
52	O=c1cc(CN2CCN(c3ccccc3F)CC2)c2cc3c(cc2o1)CCCC3	-12.9	9.6	7.3	0.7	-1.0	-3.6	0.2	14.3	-3.0
53	C/C(=C\c1cccc(Br)c1)C(=O)c1c(C)cc(C)[nH]c1=O	-0.1	18.0	11.8	13.8	-1.2	-3.1	0.5	2.9	-3.9
54	Cc1ccc(NCc2nnc(SCC(=O)Nc3cc(C)on3)n2C)cc1	16.3	2.9	14.4	-3.3	-1.4	-1.1	0.6	2.0	2.2
55	CC(=O)c1cccc(OCc2cc(C(=O)N(C)CCC3CCOCC3)no2)c1	-5.8	2.4	25.1	32.7	0.8	-1.8	2.2	8.6	-0.3
56	CC(=O)c1ccc(N(C(=O)CNC(=O)c2cccs2)C(C(=O)NCC2CCCO2)c2ccccc2)cc1 (stereo not given)	-1.5	16.8	7.4	1.2	-1.6	0.4	-0.6	2.5	0.9
57	COc1ccc(NC(=O)CN2C(=O)c3ccccc3S2(=O)=O)cc1OC	-7.0	-3.2	5.4	-15.8	-0.9	-1.1	-0.2	-2.0	-0.4
58	COC(=O)c1cc(S(=O)(=O)NCc2ccccc2)c[nH]1	-21.2	10.9	-2.0	4.1	1.1	-2.4	0.8	6.0	-1.2
59	CC1CCc2cc(F)ccc2N1C(=O)C1(C)CC1(Cl)Cl (stereo not given)	25.9	28.4	46.3	11.9	-1.0	-1.5	-0.1	8.0	-3.2
60	CC(C)C(=O)Nc1ccc2c(c1)C(=O)NC2=O	-7.7	2.6	1.7	-3.8	-1.7	0.0	-1.1	-1.4	-0.7

Bioassay records as filed in PubChem.
